Ecoli WT expand – blocks growth of wild type E. coli BW25113 | growth inhibition, % at 100 µM | AID 710 | OD600 absorbance | hit rate 0.15% among 98,000;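 active = growth inhibition above about 50% at one test dose, limit read from the data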;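 note: growth measured after 20 h incubation at 37 °C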
Pyk2 oligo antag – Pyk2 (human) oligomerization antagonism; hit rate 0.83% among 99,000; z-score (the deposit names both 25 µM and 10 µM); Q14289; Q293 cells, Pyk2 FERM NanoBiT luminescence; stronger effect = lower value;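 active = Z-score of -3 or lower, scaled per plate to the spread of control and sample wells; inactive = z-score above -3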;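 note: negative z-score means lost luminescence so less FERM oligomerization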
CYP2C19 act – cytochrome P450 2C19 (human) activation | recombinant CYP2C19, luciferin-H EGE luminescence; stronger effect = higher value; 0 = fully inhibited enzyme, 1 = untreated enzyme | activation factor at 5 µM | 96,000 tested, under 10 active | AID 1025;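 active = activation factor of at least 2 at 5 µM in the primary screen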;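 note: 0 = wells with 2.5 mM tranylcypromine and 1 = vehicle-only wells; values of inactives mirror those of a sister screen read the other way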
Target sequence (P33261 whole entry, looked up): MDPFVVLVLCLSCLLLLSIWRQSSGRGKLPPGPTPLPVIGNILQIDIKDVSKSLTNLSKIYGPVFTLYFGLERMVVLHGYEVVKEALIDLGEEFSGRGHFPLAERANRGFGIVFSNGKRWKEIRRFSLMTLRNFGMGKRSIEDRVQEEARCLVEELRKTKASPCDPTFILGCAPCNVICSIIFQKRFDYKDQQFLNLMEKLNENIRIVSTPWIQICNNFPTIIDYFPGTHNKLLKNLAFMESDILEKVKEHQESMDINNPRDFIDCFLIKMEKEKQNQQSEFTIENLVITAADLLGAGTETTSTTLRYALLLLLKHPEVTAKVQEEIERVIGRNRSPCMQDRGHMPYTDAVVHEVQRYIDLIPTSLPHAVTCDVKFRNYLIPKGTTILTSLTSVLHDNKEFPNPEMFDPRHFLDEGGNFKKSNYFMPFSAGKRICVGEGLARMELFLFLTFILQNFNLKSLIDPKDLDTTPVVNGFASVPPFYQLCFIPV
PostGolgi yeast – growth inhibition of a yeast mutant, post-Golgi transport screen. post-Golgi transport phenotypic cell assay. inhibition, % at 10 µM. AID 739. hit rate 0.9% among 98,000; in the data active = inhibition above about 30%;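 note: yeast cells grown in 1536-well plates; yeast grown about 18 h at 30C before absorbance read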
CYP2C9 inh – inhibitors of human CYP2C9. P11712. CYP2C9 Supersomes, luciferin-H conversion, luminescence. inhibition, % at 5 µM. hit rate 20% among 96,000. AID 777;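 active = blocking of liver enzyme CYP2C9 beyond about 50% at 5 µM, limit read from the data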; note: values of inactives mirror those of a sister screen read the other way
Target sequence (P11712 whole entry, looked up): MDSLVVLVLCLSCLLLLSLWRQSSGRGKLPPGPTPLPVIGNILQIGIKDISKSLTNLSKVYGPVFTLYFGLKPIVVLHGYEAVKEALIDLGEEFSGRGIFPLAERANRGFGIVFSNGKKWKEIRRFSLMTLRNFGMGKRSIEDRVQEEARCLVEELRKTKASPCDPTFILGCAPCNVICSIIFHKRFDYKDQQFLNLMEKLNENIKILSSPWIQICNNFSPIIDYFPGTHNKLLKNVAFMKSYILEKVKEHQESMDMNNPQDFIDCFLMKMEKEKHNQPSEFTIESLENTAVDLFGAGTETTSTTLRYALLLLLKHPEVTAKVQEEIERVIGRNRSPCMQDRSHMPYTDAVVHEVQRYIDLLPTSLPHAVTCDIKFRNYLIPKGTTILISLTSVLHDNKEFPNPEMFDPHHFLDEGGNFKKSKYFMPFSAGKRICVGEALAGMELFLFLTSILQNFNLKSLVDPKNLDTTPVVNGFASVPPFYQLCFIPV
PLAP act – activates human placental alkaline phosphatase | activation fold at 20 µM | purified PLAP enzyme, luminescent substrate read-out; stronger effect = higher value | hit rate 1.2% among 96,000 | P05187; in the data active = activation fold above about 2
CYP2C9 act – increases human cytochrome P450 2C9 activity | activation factor at 5 µM | AID 1024 | hit rate 1.4% among 96,000 | recombinant CYP2C9, luciferin-H conversion, luminescence; stronger effect = higher value; factor 1 = untreated enzyme, 0 = blocked;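 active = activation factor of 2 or more for CYP2C9 at a 5 µM dose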;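 note: 0 = sulfaphenazole-blocked wells and 1 = vehicle-only wells; values of inactives mirror those of a sister screen read the other way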
EphB4 ephrin blk – antagonists of human EphB4-ephrin-B2 interaction. inhibition, % at 7 µM. EphB4 LBD / TNYL-RAW-Alexa532 peptide, fluorescence polarization. hit rate 0.15% among 97,000. P54760;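 active = inhibition above the screen-wide mean inhibition plus 3 SD, cut at about 15% in these data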;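 note: 0% = DMSO wells and 100% = excess unlabeled TNYL-RAW peptide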
CYP2C19 inhib – human CYP2C19 inhibition; P33261; CYP2C19 Supersomes, luciferin-H EGE luminescence, 30 min; inhibition, % at 5 µM; hit rate 21% among 96,000; AID 778;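 active = CYP2C19 inhibition above a set limit at 5 µM in the primary screen, cut at about 50% in these data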;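 note: plate controls were negative control wells for no effect and 2.5 mM tranylcypromine positive control for full effect; values of inactives mirror those of a sister screen read the other way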
* = called active by the depositor; · = not tested or not shown.

SMILES	Ecoli WT expand	Pyk2 oligo antag	CYP2C19 act	PostGolgi yeast	CYP2C9 inh	PLAP act	CYP2C9 act	EphB4 ephrin blk	CYP2C19 inhib
CCOC(=O)Cc1csc(NC(=O)C(C)(C)C)n1	3	0.75	0.8	-8	30	0.8	0.7	1	15
CCC(c1nnnn1Cc1ccc2c(c1)OCO2)N1CCN(c2ccc(OC)cc2)CC1 (stereo not drawn)	-18	-1.4	0.3	0	83*	1.7	0.2	5	73*
CCC(=O)N(Cc1ccc(C)cc1)Cc1cc2cc3c(cc2[nH]c1=O)OCO3	-6	-0.83	0.9	17	31	0.8	0.7	0	9
CCOC(=O)c1c(NC(=O)c2nc3n(n2)C(C(F)F)CC(C)N3)sc2c1CCCC2 (stereo not drawn)	-7	-0.21	0.8	-1	38	1.1	0.6	1	19
CN1CCc2nc(SCCOc3ccccc3)c(C#N)cc2C1	10	0.41	0.1	-1	49	1.1	0.5	2	91*
Cc1ccc2nc(/C(C#N)=C\c3ccc(N4CCCCC4)c([N+](=O)[O-])c3)[nH]c2c1	-13	-2.3	0.4	4	59*	1	0.4	4	56*
Cn1c(=O)c2cn(-c3cccc4ccccc34)cc2n(C)c1=O	-2	-3.2*	0.5	5	71*	0.9	0.3	·	49
Oc1ccccc1-c1nc(NCCN2CCOCC2)c2ccccc2n1	13	-1.2	0.1	4	97*	1.5	0	3	89*
CCC(C)NC(=O)c1cc(C)no1 (stereo not drawn)	-4	0.08	1	-5	1	1	1	-5	-1
Cc1ccc(C(=O)/C=C/Nc2ccc3c(c2)OCO3)cc1	-14	-0.81	0.8	-4	7	0.9	0.9	-6	16
O=C(NC1CCCC1)c1ccc(CS(=O)(=O)c2ccc(Br)cc2)o1	0	·	0.9	-2	86*	0.8	0.1	-9	10
O=c1oc2ccccc2c(O)c1/C=C1\C=Nc2ccccc21	40	0.2	1	21	37	1	0.6	7	2
COC(=O)c1ccc(-n2nnnc2SC)cc1	-3	-0.36	1	5	-16	1	1.2	4	-2
Nc1c(C(=O)NCc2ccco2)nnn1CC(=O)Nc1ccccc1	-4	-0.2	1	3	18	1.1	0.8	0	3
COc1ccc(S(=O)(=O)NCCSCc2ccco2)cc1OC	-1	0.89	0.4	-4	-124	1.2	2.2*	10	60*
O=C(NC1CCCCCC1)C1c2ccccc2C(=O)N1Cc1cccnc1 (stereo not drawn)	1	-0.57	0.5	-5	2	1.5	1	-1	52*
CCOC(=O)C1(S(=O)(=O)c2ccc(Cl)cc2)CCN(Cc2ccc(Cl)cc2)CC1	-9	-0.62	0.4	-4	69*	1.1	0.3	-5	57*
COc1ccc(-c2noc(CN(C(=O)c3c(-c4ccccc4Cl)noc3C)C(C)C)n2)cc1	-8	-3	0.4	-8	57*	1.7	0.4	-7	62*
CCOC(=O)CSc1nc(N(C)C)nc(N(C)C#N)n1	-4	-0.23	·	3	·	·	·	1	·
COc1ccc2[nH]cc(C(=O)CN3CCCCC3)c2c1	5	0.03	1	7	2	0.8	1	9	4
O=C(c1cnc2sccn2c1=O)N1CCc2ccccc2C1	·	0.34	0.8	·	-7	1	1.1	2	18
COc1cccc(OCC(=O)NNC(=O)c2ccc(-c3ccccc3)cc2)c1	-6	1.1	1	2	-24	1.6	1.2	1	-1
CC(=O)NC(CCS(C)(=O)=O)C(=O)Nc1ccc(C)c(F)c1 (stereo not drawn)	2	0.68	1.1	2	-19	1.2	1.2	5	-6
O=C(CN1CCN(c2ncc(C(F)(F)F)cc2Cl)CC1)NCCNc1ncc(C(F)(F)F)cc1Cl	5	0.57	1	-2	0	1.1	1	-1	-2
CN(C)c1ccc(C(=S)N2CCN(c3ccccc3)CC2)cc1	-3	0.09	0.5	-2	14	0.9	0.9	3	49
Cc1cccc(Nc2nnc(SCc3cn4ccsc4n3)s2)c1	19	-0.66	0.3	-2	57*	2.1*	0.4	-6	74*
COc1nc(NCCN2CCOCC2)nc(Nc2ccc([N+](=O)[O-])cc2)n1	-11	0	0.9	3	16	0.8	0.8	0	8
CCOC(=O)c1cnn(-c2ccccc2)c1NC(=O)c1cccs1	3	-0.03	0.7	0	37	1.1	0.6	-3	33
CN(C)c1ccc(-c2noc(C3CCN(S(=O)(=O)c4cccc(Cl)c4)CC3)n2)cc1	-17	-0.91	0.7	6	46	1	0.5	·	33
Cc1sc(NC(=O)CSc2nnc3scc(-c4ccccc4)n23)c(C#N)c1C	-6	-0.17	0.9	4	-13	0.9	1.1	5	10
N#Cc1nc(-c2ccco2)oc1N1CCN(c2ccccc2)CC1	0	-0.03	0.6	8	19	0.9	0.8	6	40
C=CCSc1nc2c(c(=O)[nH]c(=O)n2C)n1C/C=C(/C)Cl	-3	1.2	1.1	13	-14	1	1.1	-2	-6
CC(C)C(C(=O)N1CCOCC1)N1C(=O)c2ccccc2C1=O (stereo not drawn)	0	0.08	0.9	-3	14	0.9	0.9	1	14
Cc1ccccc1Cc1c(C)nc2ncnn2c1C	1	-0.36	0.7	-9	21	0.9	0.8	-12	32
COc1ccc(NC(=S)NCCc2ccc(Cl)cc2)c(OC)c1	-2	-0.69	0.1	-4	22	0.8	0.8	4	86*
Cc1ccc(CS(=O)(=O)c2ccccc2-c2nnc(-c3ccc(Cl)cc3)o2)cc1	-12	-1.3	0.6	3	91*	1	0.1	-2	44
N=c1c[n+](-c2ccc(Cl)cc2)[n-]o1	18	-0.53	1	4	-7	1	1.1	-3	3
Cc1ccc(NC(=O)C[n+]2ccccc2)cc1[N+](=O)[O-]	6	0.25	1.1	-5	-14	0.8	1.1	5	-11
CC(C)CNC(=S)NC1CC2CCCC(C1)N2Cc1cccs1 (stereo not drawn)	7	0.37	0.6	-1	-3	1.3	1	-14	39
COc1ccccc1-c1noc(-c2ccccc2)n1	8	-0.62	0.5	5	7	0.9	0.9	0	52*

Ordered by molecular weight (highest first): 5 of the compounds above
SMILES	Ecoli WT expand	Pyk2 oligo antag	CYP2C19 act	PostGolgi yeast	CYP2C9 inh	PLAP act	CYP2C9 act	EphB4 ephrin blk	CYP2C19 inhib
COc1cccc(OCC(=O)NNC(=O)c2ccc(-c3ccccc3)cc2)c1	-6	1.1	1	2	-24	1.6	1.2	1	-1
COc1ccc(NC(=S)NCCc2ccc(Cl)cc2)c(OC)c1	-2	-0.69	0.1	-4	22	0.8	0.8	4	86*
CN(C)c1ccc(C(=S)N2CCN(c3ccccc3)CC2)cc1	-3	0.09	0.5	-2	14	0.9	0.9	3	49
O=C(c1cnc2sccn2c1=O)N1CCc2ccccc2C1	·	0.34	0.8	·	-7	1	1.1	2	18
N=c1c[n+](-c2ccc(Cl)cc2)[n-]o1	18	-0.53	1	4	-7	1	1.1	-3	3

Next part:
SMILES	Ecoli WT expand	Pyk2 oligo antag	CYP2C19 act	PostGolgi yeast	CYP2C9 inh	PLAP act	CYP2C9 act	EphB4 ephrin blk	CYP2C19 inhib
CCOCC(=O)Nc1nc2ccc(OCC)cc2s1	8	1.1	0.5	-11	32	1	0.7	7	52*
Cc1cc(C)c(C#N)c(SCC(=O)N2CCCCC2)n1	-3	1.2	0.5	-8	-36	1.1	1.4	-9	54*
O=C(NCCCN1CCOCC1)C1CCC(=O)N1C1CCCCC1 (stereo not drawn)	6	0.52	0.8	-4	-4	1	1	-1	21
COc1ccc(CCCC(=O)O)c(C)c1	-8	2.2	·	8	·	·	·	3	·
O=C(Nc1cc(C(F)(F)F)ccc1F)C1CCCCC1	5	0.14	0.9	1	-8	0.8	1.1	2	12
CCOC(=O)Cc1nnc(NC(=O)Nc2ccccc2)s1	7	-0.41	1	0	15	1	0.8	·	3
COC(=O)Nc1ccc2c(c1)N(C(=O)CCN1CCN3CCCC3C1)c1ccccc1CC2 (stereo not drawn)	-10	1.8	0.9	-5	16	1.7	0.8	·	7
O=c1oc2c(CN3CCOCC3)c(O)ccc2c2ccccc12	9	-0.01	1	-2	-1	1.1	1	0	2
CS(=O)(=O)NCCSCc1ccco1	-1	0.1	0.9	-5	15	1.4	0.9	-4	6
Cc1cc(NC(=O)c2cccc(S(=O)(=O)N3CCCCCC3)c2)n(-c2ccccn2)n1	-6	-0.19	0.7	-8	29	1.1	0.7	0	26
CCN(Cc1cc2cccc(C)c2[nH]c1=O)C(=O)c1ccccc1OC	·	-0.45	1	·	6	1.1	0.9	·	2
CC(C)NC(=O)c1ccc(-c2cccc(C(F)(F)F)c2)o1	-7	0.46	0.9	14	-35	1	1.4	3	7
COc1cc(NC(=O)c2ccccc2)c(OC)cc1NC(C)=O	5	0.73	0.9	-5	26	1.1	0.7	5	9
O=C(Nc1cc(N2CCOCC2)ncn1)Nc1cccc2ccccc12	-11	-0.27	0.9	-7	-102	0.9	2*	4	13
CCn1c(-c2ccc(OC)c(OC)c2)n[nH]c1=S	-3	0.95	1	0	8	0.9	0.9	4	4
CCOC(=O)/C(C#N)=C/c1ccc(-c2ccsc2C(=O)OC)o1	-6	0.99	0.7	-4	35	0.7	0.6	7	33
Cc1ccc(C2C(/C=C3/SC(=S)NC3=O)=C(c3cccs3)Oc3ccccc32)cc1 (stereo not drawn)	-4	-1.6	1	-3	68*	0.9	0.3	0	1
COc1cccc(-n2c(=O)[nH]cc(C(=O)Nc3ccc(NC(C)=O)cc3)c2=O)c1	-7	·	1	-5	5	0.9	0.9	-4	3
Clc1ccc(CSc2nnc(-c3c[nH]c4ccccc34)o2)cc1	-3	0.1	1	-8	20	0.9	0.8	3	5
Cc1nnc(NC(=O)C2CCCN(c3ncccn3)C2)s1 (stereo not drawn)	2	-0.12	0.9	-10	4	0.9	1	-1	6

Record cards, as listed above. Order of values: Ecoli WT expand	Pyk2 oligo antag	CYP2C19 act	PostGolgi yeast	CYP2C9 inh	PLAP act	CYP2C9 act	EphB4 ephrin blk	CYP2C19 inhib
Shown for `Cc1cccc(Nc2nnc(SCc3cn4ccsc4n3)s2)c1` → 19	-0.66	0.3	-2	57*	2.1*	0.4	-6	74*
Shown for `Cc1cc(C)c(C#N)c(SCC(=O)N2CCCCC2)n1` → -3	1.2	0.5	-8	-36	1.1	1.4	-9	54*

Next section.
SMILES	Ecoli WT expand	Pyk2 oligo antag	CYP2C19 act	PostGolgi yeast	CYP2C9 inh	PLAP act	CYP2C9 act	EphB4 ephrin blk	CYP2C19 inhib
COc1ccc(C2CC(=O)N3C(=C2C#N)SCC3(O)c2ccccc2)cc1 (stereo not drawn)	-11	-2.7	0.2	-3	100*	1.1	0	-5	84*
CCc1ccccc1NC(=O)CSc1nnc([C@@H](NC(=O)OC(C)(C)C)C(C)C)o1	-7	-0.57	0.9	-2	20	1.4	0.8	-4	8
Oc1ccc(-c2cn3c(n2)SCC3)cc1O	9	0.15	0.8	0	37	1	0.6	-4	22
CCOC(=O)c1sc(NC(=O)C2CC2)nc1C	5	·	0.4	-1	61*	0.9	0.4	0	63*
N#Cc1c(/N=C/N2CCOCC2)sc2c1CCCCC2	4	1.6	0.8	18	2	1.1	1	-4	24
O=C1CC(c2ccc3c(c2)OCO3)c2cc3c(cc2N1)OCO3 (stereo not drawn)	9	-0.4	0.4	3	60*	1	0.4	-2	64*
COc1ccc2nc(Nc3nc(C)c(C(C)=O)s3)sc2c1	-8	-1.2	1	-5	46	1.6	0.5	·	-3
O=C(CN1CCN(Cc2ccccc2F)C1=O)NCCN1CCOCC1	3	·	1	-1	9	1.1	0.9	·	4

For reference, some entries already given.
SMILES	Ecoli WT expand	Pyk2 oligo antag	CYP2C19 act	PostGolgi yeast	CYP2C9 inh	PLAP act	CYP2C9 act	EphB4 ephrin blk	CYP2C19 inhib
COc1ccc2nc(Nc3nc(C)c(C(C)=O)s3)sc2c1	-8	-1.2	1	-5	46	1.6	0.5	·	-3
O=C(CN1CCN(Cc2ccccc2F)C1=O)NCCN1CCOCC1	3	·	1	-1	9	1.1	0.9	·	4

Screens from PubChem.
